Glyco luc inh – increase of ERlucT glycosylation luciferase signal, primary screen, N-linked glycosylation inhibitor project, D54 ERlucT cells, luminescence, set 2. D54 ERlucT glycosylation luciferase reporter, 24 h; percent of 100 nM tunicamycin response. reporter increase, % at 12.5 µM. 360,000 tested, 0.23% active;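 active means mean luciferase reporter signal, scaled so untreated is 0 and the glycosylation-blocking control 100, at or above a set limit in every replicate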;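 further: luciferase carries N-glycosylation sites so blocking glycosylation raises the light; 0% = median of neutral control wells and 100% = median of 100 nM tunicamycin wells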
PDI turbidity – inhibitors of human PDI, primary screen, biochemical, turbidity, single point, plate reader; PDI insulin aggregation turbidity, A650, 90 min; AID 588391, 2011; 350,000 tested, 0.052% active; inhibition, % at 10 µM; Protein disulfide-isomerase (Homo sapiens), P07237;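 active means mean inhibition across replicates of 30% or more, whatever share of single replicates reach that level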;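 further: absorbance from insulin aggregation driven by PDI reduction with DTT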
m5-HT2A agonist – mouse Htr2a agonists via beta-arrestin recruitment, primary screen, cell-based, luminescence; 5-hydroxytryptamine receptor 2A (Mus musculus), P35363; CHO-K1 mHTR2A beta-arrestin complementation; percent of 30 µM serotonin response; activation, % at 7.6 µM; 360,000 tested, 0.66% active; AID 624169, 2012;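 active means activation above a run cutoff, the mean activation of all tested compounds plus 3 SD, cut at about 14% in these data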;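 further: 0% = plate median of compound wells and 100% = 30 µM serotonin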
MC4R barr agon – MC4R agonists recruiting beta-arrestin, primary screen, cell-based, luminescence, agonist arm of biased-ligand search; Melanocortin receptor 4 (Homo sapiens), P32245; U2OS MC4R beta-arrestin complementation; percent of melanotan II response, DMSO zero; activation, % at 8.9 µM; 360,000 tested, 0.98% active;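 active means activation above a per-plate cutoff, the mean activation of sample wells on that plate plus 3 SD, cut at about 8% in these data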
H9c2 protect – cardioprotection against H2O2-induced cell death, primary screen, uHTS, H9c2 cells, ATPLite luminescence; H9c2 cardiomyocytes, H2O2 injury protection, 2 h; protection from H2O2 cell death, % at 20 µM; 360,000 tested, 0.63% active; AID 588492, 2011;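 active means compounds giving at least 50% protection of heart cells from peroxide-induced death in the single-dose screen, raw or plate-pattern-corrected value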;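 further: 0% = DMSO wells with peroxide and 100% = DMSO wells without peroxide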
MC4R antag cAMP – MC4R antagonists of cAMP signaling, primary screen, cell-based, TR-FRET, antagonist arm of biased-ligand search; AID 540295, 2011; 360,000 tested, 0.48% active; Melanocortin receptor 4 (Homo sapiens), P32245; inhibition, % at 6.5 µM; MC4R-expressing cells, MTII-stimulated cAMP, LANCE TR-FRET;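 active means inhibition above its plate's cutoff, the mean of tested wells on that plate plus 3 SD, cut at about 29% in these data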;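 further: 0% = Melanotan II alone and 100% = Melanotan II plus saturating MCL0020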
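system = U2OS cells with stable human MC4R expression | also added = Melanotan II challenge after compound preincubation | dosing = one concentration, 6.5 µM nominal | incubation = compound 30 min, challenge 1 h, detection 1 h | measured by = TR-FRET with Eu-cAMP and labeled anti-cAMP, 671 nm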
ABHD5-PLIN5 inh – ABHD5-PLIN5 interaction inhibitors, primary screen, cell lysate, split luciferase complementation, luminescence | Perilipin-5 (Homo sapiens) + 1-acylglycerol-3-phosphate O-acyltransferase ABHD5 (Homo … | Split G. princeps luciferase complementation, 4 h | inhibition, % at 4 µM | 360,000 tested, 0.78% active;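 active means inhibition above the mean inhibition across every tested compound plus 3 SD, cut at about 22% in these data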;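 further: 0% = DMSO only wells and the 100% control is not disclosed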
Target sequence (Q00G26 whole entry, looked up): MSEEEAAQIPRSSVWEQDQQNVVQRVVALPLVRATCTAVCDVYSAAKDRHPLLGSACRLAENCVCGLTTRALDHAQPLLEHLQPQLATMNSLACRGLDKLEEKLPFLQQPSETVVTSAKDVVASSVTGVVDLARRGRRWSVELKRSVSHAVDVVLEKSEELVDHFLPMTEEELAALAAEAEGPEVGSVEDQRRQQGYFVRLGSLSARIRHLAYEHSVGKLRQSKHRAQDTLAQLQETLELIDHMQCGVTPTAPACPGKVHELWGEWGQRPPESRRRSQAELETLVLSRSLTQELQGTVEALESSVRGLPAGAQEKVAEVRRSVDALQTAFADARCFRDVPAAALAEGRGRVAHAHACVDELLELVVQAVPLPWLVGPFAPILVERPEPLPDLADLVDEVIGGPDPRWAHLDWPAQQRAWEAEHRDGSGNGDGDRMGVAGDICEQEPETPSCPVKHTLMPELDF
Target sequence (Q8WTS1 whole entry, looked up): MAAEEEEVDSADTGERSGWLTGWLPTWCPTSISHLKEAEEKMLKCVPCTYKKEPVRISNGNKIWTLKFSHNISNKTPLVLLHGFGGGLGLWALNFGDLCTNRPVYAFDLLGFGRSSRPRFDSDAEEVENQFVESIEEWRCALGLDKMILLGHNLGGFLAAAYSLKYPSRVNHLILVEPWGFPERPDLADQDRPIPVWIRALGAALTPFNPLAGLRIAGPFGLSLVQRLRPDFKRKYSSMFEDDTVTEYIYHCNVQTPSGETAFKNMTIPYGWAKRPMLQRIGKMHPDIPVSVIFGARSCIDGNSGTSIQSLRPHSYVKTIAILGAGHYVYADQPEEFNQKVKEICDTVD
ABCB6 inh 2 – ABCB6 transporter inhibitors, primary screen, K562-ABCB6 cells, flow cytometry, MLPCN library; K562-ABCB6 porphyrin accumulation, 1 h; stronger effect = lower value; fluorescence ratio to DMSO, % at 10 µM; 360,000 tested, 0.19% active; AID 602162, 2011;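 active means fluorescence ratio to DMSO below 75%, the collection mean minus 3 SD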;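 further: signal is porphyrin accumulated inside mitochondria; 100% equals median channel fluorescence of DMSO control wells; lower ratio means ABCB6 inhibition with less porphyrin fluorescence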
CaV13 FRET inh – Disruptors of the CACNA1D IQ motif to Ca2+-dependent inactivation inhibitor domain association, primary screening, Förster resonance energy transfer in intact living …. 340,000 tested, 0.098% active. inhibition, % at 12.3 µM. HEK cells, CFP/YFP FRET ICDI-IQ, plate reader, 10 min; percent FRET-ratio fall versus neutral wells. AID 743397;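 active means mean replicate inhibition of at least 30% and at least 1% of replicates passing that level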;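 further: 0% = median of the neutral control wells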
Granule exo inh – LAMP-1 surface exposure blockers, TALL-104 cells – cell-based, flow cytometry, MLPCN library, primary screen | TALL-104 LAMP-1 surface exposure; cells stimulated with thapsigargin and PMA | inhibition, % at 10 µM | 360,000 tested, 0.66% active;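 active means inhibition above about 55%, limit read from the data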
* marks the source's active call; other numbers are inactive results; nt = no result given. Hits appear at their usual frequency; 4.2% or so of the library scored in one or more.

Each structure is followed by: Glyco luc inh	PDI turbidity	m5-HT2A agonist	MC4R barr agon	H9c2 protect	MC4R antag cAMP	ABHD5-PLIN5 inh	ABCB6 inh 2	CaV13 FRET inh	Granule exo inh
1. O=C(COC(=O)Cc1c(F)cccc1Cl)NC(=O)Nc1ccccc1F
 : 2	0	2	8.0	-8	7	1	98	-6	-6
2. COC(=O)c1cc2oc(C)cc2n1CC(=O)N(C)c1ccccc1
 : 0	2	0	0.0	0	3	-5	96	-8	-1
3. COc1ccc2[nH]cc(CCNC(=O)Nc3ccccc3C)c2c1
 : 1	-3	3	-0.5	6	-5	3	97	8	-4
4. CCOC(=O)/C(C#N)=C(\O)c1ccc(NC(=O)c2ccc([N+](=O)[O-])cc2)cc1
 : 0	6	-3	0.9	0	9	10	98	-15	1
5. Cc1cc(OCCOCCN(C)CCO)cc(C)c1Cl
 : 1	-13	3	-2.7	18	2	7	97	nt	1
6. N#Cc1cccc(-c2csc(C(O)(c3ccccc3)C(F)(F)F)n2)c1 (stereo unspecified)
 : 9	-3	-4	1.8	-5	-5	-2	92	-13	6
7. COC(=O)COc1cc(OCC(=O)OC)c2c(-c3ccccc3)cc(=O)oc2c1
 : -1	6	6	-1.6	8	18	0	96	-10	8
8. CCS(=O)(=O)N1CCC(C(=O)Nc2ccc3c(c2)CCC3)CC1
 : -3	4	2	-1.4	-3	3	-7	98	nt	3
9. COc1ccccc1NC(=O)NC1(C(=O)N2CCCCCC2)CCCCC1
 : -3	4	4	-0.8	14	5	-2	128	-6	-2
10. COc1ccc2c(c1)-c1ccccc1S(=O)(=O)N2C
 : 2	7	0	0.3	-2	5	5	104	-4	-1
11. O=C(Nc1ccccc1Br)C1CC(=O)N(c2ccc3c4c(cccc24)CC3)C1 (stereo unspecified)
 : 11	-12	2	1.3	21	-10	12	96	-3	-3
12. C/C(=N\NC(=O)CSCc1ccc(Cl)cc1)c1ccc(NC(=O)c2ccccc2)cc1
 : -3	4	-2	2.3	-3	7	-2	108	nt	-2
13. O=C(O)c1cccc(COc2ccc3c(c2)CCC3)c1
 : -10	1	0	0.0	-12	17	2	105	-2	-3
14. COc1ccc(/C=C/C(=O)O)cc1S(=O)(=O)NCc1cccnc1
 : 0	-8	4	-1.0	2	-1	-4	98	-6	-9
15. O=C(NCC1CCCO1)c1nn2c(c1Cl)NC(c1ccc(F)cc1)CC2C(F)(F)F (stereo unspecified)
 : 0	2	-6	-0.2	-11	5	14	85	-4	0
16. Cn1c2ccccc2c2cnn(CC(=O)Nc3ccccc3Br)c(=O)c21
 : 1	3	-3	3.0	1	-5	1	98	-13	1
17. CCN(C(=O)N(CC)c1ccccc1)c1ccccc1
 : -3	nt	-1	1.0	2	7	1	98	nt	-1
18. O=S1(=O)CCC(NCC2CCCO2)C1 (stereo unspecified)
 : 1	-7	0	-0.4	5	1	4	93	-4	1
19. CC(C)CNC(=O)COC(=O)c1ccc(F)cc1Cl
 : 2	-4	1	-2.8	-12	13	-1	98	-4	-2
20. COC(=O)c1nc2ccc(C)cn2c1F
 : 1	-6	0	0.2	-7	1	-7	97	-5	2
21. OCC[C@@H]1C[C@H](O)[C@@H](O)[C@]2(OCc3ccc(CO)cc32)O1
 : 2	nt	9	nt	3	nt	-1	94	-10	-2
22. COC(=O)C1=NN(c2ccc(OC)cc2)C2C(=O)N(c3ccccc3OC)C(=O)C12 (stereo unspecified)
 : 0	10	7	0.6	7	1	0	102	-4	-1
23. Cc1ccc(CNC(=O)c2nn(C)c3c2CS(=O)(=O)c2ccccc2-3)cc1
 : -1	-2	-4	-1.8	-4	5	4	94	-8	-4
24. Cc1ccccc1C(=O)OCC(=O)NCC1COc2ccccc2O1 (stereo unspecified)
 : 2	-12	3	-0.2	-1	24	-2	101	-6	2
25. CC(=O)NCCc1csc(-c2ccccc2)n1
 : 1	7	2	-1.1	2	-1	-1	96	-8	-1
26. O=C1c2ccccc2C(=O)N1CCc1csc(-c2ccccc2)n1
 : -4	-6	2	-0.5	2	-2	-1	94	-9	1
27. COc1ccccc1C(=O)N1CCN(Cc2c[nH]c3ccccc23)CC1
 : -5	6	-3	-1.9	14	4	3	99	-18	4
28. COc1cccc(NC(=O)Cn2c(=O)n(C)c(=O)c3sc4c(c32)COC(C)(C)C4)c1
 : 1	2	5	-2.5	0	9	0	97	-12	-4
29. COCc1cc(CN(C)C(=O)C2CCC(=O)N(Cc3cccc(OC)c3)C2)[nH]n1 (stereo unspecified)
 : 1	-7	11	-0.4	0	1	2	99	-3	-4
30. CC(C)c1ccccc1OCC(O)CN1CCN(S(=O)(=O)c2ccc([N+](=O)[O-])cc2)CC1 (stereo unspecified)
 : -3	-21	-3	5.5	-5	-6	1	90	-7	14
31. COc1ccc(NC(=O)c2ccc(S(=O)(=O)N3CC(C)OC(C)C3)cc2)cc1 (stereo unspecified)
 : -4	-6	2	-0.7	-3	12	-11	98	-6	0
32. c1cnc2ccc(C(c3nnnn3C3CCCC3)N3CCSCC3)cc2c1 (stereo unspecified)
 : -1	6	-2	0.2	2	1	-7	99	nt	0
33. O=C(c1cc2c(c(-c3cccc(-c4ccncc4)c3)n1)[C@H](CCO)N(C(=O)c1ccc3c(c1)OCO3)C2)N1CCOCC1
 : nt	nt	-2	nt	nt	nt	-7	98	-8	-6
34. O=C(Nc1ccc(F)c(Cl)c1)C1CCCC1
 : -3	5	-3	-2.2	-4	4	-2	96	-15	1
35. COc1ccc2c(c1OC)C(=O)N(c1ccc(O)cc1)C2
 : -4	-9	4	-1.6	-17	-1	2	98	-4	2
36. CC(=O)N1CCc2cc(S(=O)(=O)CCC(=O)N3CCN(c4ccccc4F)CC3)ccc21
 : 0	5	8	1.1	-3	4	-3	98	-2	-7
37. COc1ccc(S(=O)(=O)N2CCOC2CNC(=O)C(=O)NCCCn2ccnc2)cc1OC (stereo unspecified)
 : 3	nt	-6	0.4	2	26	-4	97	-6	1
38. CCOC(=O)CN1N=C(c2ccc(C)cc2)CCC1=O
 : 0	4	3	-1.9	-7	5	3	93	-2	6
39. CCOC(=O)N1CCN(C(=O)c2cc3c(=O)n4cccc(C)c4nc3s2)CC1
 : 0	-2	4	-2.3	6	0	6	97	-3	-8
40. CC1=C(C(N)=O)C(c2ccccn2)n2nc(SCc3ccccc3Cl)nc2N1 (stereo unspecified)
 : 3	4	-4	-2.1	20	6	-2	95	-5	2
41. COc1ccc(OC)c(N(CC(=O)NC2CCCCCC2)S(=O)(=O)c2ccc(C)cc2)c1
 : -5	0	-8	-1.8	3	3	-6	95	-6	-1
42. COc1ccc(CN(CC(=O)NCC2CCCO2)C(=O)CCC(=O)Nc2nccs2)cc1 (stereo unspecified)
 : -1	-2	5	-1.7	0	15	-3	94	-2	0
43. Cc1ccc(Nc2nc(-c3c(C)nc4ncccn34)cs2)cc1
 : 12	0	-9	-3.9	-4	-18	-25	94	-10	26
44. CCCSc1nnc(Sc2nnnn2-c2ccccc2)s1
 : -1	7	1	-0.5	2	-14	10	97	-3	-2
45. Cc1cc(C(=O)CCl)c(C)n1-c1ccon1
 : 3	-1	2	3.8	-10	28	2	93	-4	2
46. CN1C(=O)C(O)(CC(=O)c2cccnc2)c2ccccc21 (stereo unspecified)
 : 3	1	1	-0.5	3	-9	-7	90	-4	-1
47. COc1ccc(S(=O)(=O)NC2CCCC2)cc1Cl
 : 0	-50	2	-2.6	-1	15	-12	101	-5	6
48. CC1CCN(c2ccccc2NC(=O)c2ccc(C#N)cc2F)CC1
 : 0	-4	0	1.3	-7	-10	13	95	-7	0
49. COc1cc(CNc2ccc(C)c(C)c2)cc(OC)c1OC
 : 22	-11	2	-1.3	-4	-1	1	91	nt	0
50. CN(Cc1ccccc1)C(=O)COc1ccccc1Cl
 : -4	-5	-2	-1.2	0	-1	-3	92	-19	-4
51. CCOC(=O)C1CCN(C(=S)Nc2ccc(S(N)(=O)=O)cc2)CC1
 : -2	6	3	0.6	-6	2	1	92	-5	-2
52. CN(/N=C/c1cccnc1)C1=NS(=O)(=O)c2ccccc21
 : -1	-2	0	3.9	5	9	-1	102	-3	2
53. O=C(Nc1ccc(N2CCOCC2)cc1)Nc1ccc(Cl)c(Cl)c1
 : -4	17	0	-0.9	-11	5	2	107	-3	9
54. O=C(N/N=C/c1ccccc1O)C(=O)Nc1ccccn1
 : 1	-6	4	-0.1	36	-7	-3	87	-4	0
55. CC(C)C[C@@H](CN1CCCC1CN1C(=S)NC[C@@H]1Cc1ccc(O)cc1)N1C[C@H](Cc2ccc(O)cc2)N(CCc2ccccc2)C1=S (stereo partly specified)
 : -5	24	-5	0.0	-23	16	2	100	-8	47
56. CCCCCCCOc1ccc(OC(=O)c2ccncc2)cc1
 : -2	8	-1	0.9	-7	5	-2	101	-9	0
57. CCC(=O)NC(C)c1cc(Cl)c2ccccc2c1O (stereo unspecified)
 : 4	1	-1	-1.8	-4	2	5	95	-6	-1
58. CC1(Cc2ccccc2Cl)C(=O)Nc2c(Cl)ccc(Cl)c21 (stereo unspecified)
 : -4	-2	1	0.7	-4	6	-6	96	-5	15
59. CCOC(=O)c1ccc(-c2ccc3[nH]c4ccccc4c(=O)c3c2)cc1F
 : 3	-6	-1	-1.4	-14	4	5	92	-5	2
60. CCOc1ccc(NC(=O)c2ccc3c(=O)n(-c4ccc(OC)cc4OC)c(=S)[nH]c3c2)cc1
 : 0	-12	1	-0.5	4	19	-9	96	-4	-2

The list goes on:
Each structure is followed by: Glyco luc inh	PDI turbidity	m5-HT2A agonist	MC4R barr agon	H9c2 protect	MC4R antag cAMP	ABHD5-PLIN5 inh	ABCB6 inh 2	CaV13 FRET inh	Granule exo inh
61. COc1cccc(NC(=O)N(Cc2ccco2)C(C)c2cccs2)c1 (stereo unspecified)
 : -1	-5	-1	-1.4	2	-1	-6	73*	nt	4
62. CNC(=O)CN(c1ccc(C(C)C)cc1)S(C)(=O)=O
 : 0	3	2	-0.5	5	-2	1	93	-5	-1
63. O=C(CCCOc1ccc(Cl)cc1Cl)N/N=C/c1cccc([N+](=O)[O-])c1
 : 0	-6	-2	4.6	-5	27	-5	104	5	1
64. CCN(CC)C(=O)Oc1ccc2c(=O)c(-c3ccccc3)coc2c1
 : -11	-3	-5	0.0	-6	4	-3	97	-8	-4
65. CC1(C(=O)NS(=O)(=O)c2cccc(Cl)c2)CCN1C(=O)CC1CCCC1 (stereo unspecified)
 : 0	1	2	0.1	3	6	0	105	-11	3
